Source: PubChem (several laboratories)
Bfl-1 inhibitors = Bfl-1 inhibitors, primary screen, biochemical, fluorescence polarization, FITC-Bid, mouse (AID 432); FITC-Bid BH3 peptide fluorescence polarization displacement; higher % means a stronger effect; 64,000 tested, 0.02% active; displacement, % at 20 µM, or IC50 in µM where a hit was titrated; in the data active = a potency from the dose series; inactive = the rest, 99 in 100 with displacement below about 15%; also: strong numbers were not always called active
PMK inhibit = blocks S. pneumoniae phosphomevalonate kinase; 65,000 tested, 0.49% active; inhibition, % at 10 µM; AID 539; purified PMK, PK/LDH-coupled NADH absorbance 340 nm;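 active = top-ranked compounds by inhibition in the single 10 µM screen, taking a fixed number of the strongest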;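 also: 0% = full reaction with DMSO carrier and 100% = background rate without enzyme reaction; no value below 0 was filed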
HT1080 cytotoxicity = cytotoxicity in HT1080 fibrosarcoma cells, cell-based, fluorescence readout (AID 620); HT1080 viability, fluorescence; higher % means a stronger effect; cytotoxicity, % at 10 µM, or EC50 in µM where a hit was titrated; 87,000 tested, 0.42% active;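 also: cells exposed to compound overnight then 4 h with Alamar Blue; 0% = vehicle DMSO and 100% = killing control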
Alkaline phosphatase = human TNAP enzyme inhibitors, biochemical, luminescent (AID 518) | purified TNAP enzyme, luminescent substrate readout; higher % means a stronger effect | one-dose inhibition, % at 20 µM; IC50 in µM for titrated hits | 64,000 tested, 0.09% active; in the data active = a potency from the dose series; inactive = the rest, 99 in 100 with inhibition below about 22%;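 also: plate controls were vehicle for no effect and reference inhibitor for full effect; many of its hits are not listed in these tables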
HPDE-C7 viability = cytotoxicity in HPDE-C7 cells, cell-based, fluorescence, HTS (AID 430); HPDE-C7 pancreatic duct cells viability, fluorescence; higher % means a stronger effect; 63,000 tested, 1.8% active; cytotoxicity, % at 10 µM, or EC50 in µM where a hit was titrated;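 also: cells exposed to compound for 48 hours before viability readout; 0% = vehicle and 100% = reference cytotoxic drug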
MK inhibit = blocks S. pneumoniae mevalonate kinase; purified MK, PK/LDH-coupled NADH absorbance 340 nm; AID 555; inhibition, % at 10 µM; 65,000 tested, 0.48% active;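 active = ranked among the strongest by inhibition in the single 10 µM screen, a fixed top-ranked set picked for dose follow-up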; also: no value below 0 was filed
LYP phosphatase = LYP phosphatase inhibitors, primary screen, biochemical, DiFMUP fluorescence, recombinant catalytic domain, 10 µM (AID 606); 52,000 tested, under 10 active; inhibition, % at 10 µM, or IC50 in µM where a hit was titrated; recombinant LYP catalytic domain, DiFMUP fluorescence; higher % means a stronger effect;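 active = IC50 under 40 µM in the dose-response test; inactive = IC50 of 40 µM or more, or never dose-tested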
KRASV12 cytotoxicity = viability loss of HPDE-C7K cells – cell-based, fluorescence, HTS, primary screen (AID 431). HPDE-C7K KRASV12 cells, Alamar Blue viability, 48 h; higher % means a stronger effect. cytotoxicity, % at 10 µM; hits with a dose series show EC50 in µM. 63,000 tested, 1.7% active;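 active = compounds whose percent cytotoxicity in the single-dose primary screen, scaled between solvent and toxic-drug controls, exceeds 50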;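 also: 0% = DMSO solvent wells and 100% = doxorubicin-treated wells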
DPM-DC inhibit = inhibitors of Streptococcus pneumoniae diphosphomevalonate decarboxylase | 65,000 tested, 0.49% active | calls only at 10 µM | purified DPM-DC, PK/LDH coupled NADH fluorescence;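 active = the 320 compounds with the highest percent inhibition in the single-dose primary screen, excluding strongly autofluorescent ones, cut at about 32% in these data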;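 also: kinetic rate of NADH fluorescence loss reporting ADP formed by the decarboxylase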
PMK inhibit pilot replicates = recorded beside PMK inhibit, whose call it bears; inhibition, %; measured here: pilot screen replicates
MK inhibit pilot replicates = recorded beside MK inhibit, whose call it bears; inhibition, %; measured here: pilot screen replicates
DPM-DC inhibit pilot screen % = recorded beside DPM-DC inhibit, whose call it bears; inhibition, %; measured here: pilot screen trials
An asterisk follows results filed as active; i = inactive; / = not tested or not shown. Rule as the data show it, unless noted: active = cytotoxicity above about 50%; inactive = the rest.

SMILES	Bfl-1 inhibitors	PMK inhibit	HT1080 cytotoxicity	Alkaline phosphatase	HPDE-C7 viability	MK inhibit	LYP phosphatase	KRASV12 cytotoxicity	DPM-DC inhibit	others
CCOc1ccc(-c2n[nH]c(C)c2-c2ccccc2OC)c(O)c1	-5%	11	-7%	-9%	-12%	6	8%	-4%	i
CCOC(=O)c1cc2sccc2n1CCCN1C(=O)c2ccccc2C1=O	-8%	13	-2%	17%	-5%	5	/	-3%	i
CC(C)CCn1nnnc1C(c1ccccc1)N1CCC(C(N)=O)CC1 (stereo unspecified)	2%	10	-6%	10%	9%	4	/	-4%	i
CCOC(=O)c1[nH]c2ccc(OC)cc2c1NC(=O)C(C)N1CCC2(CC1)OCCO2 (stereo unspecified)	-5%	6	32%	2%	13%	9	4%	17%	/
O=C(NCc1cccs1)C1CC(=O)N(c2ccccc2)C1 (stereo unspecified)	-1%	14	5%	12%	8%	3	3%	8%	i	PMK inhibit pilot replicates=0.0;MK inhibit pilot replicates=3.0;DPM-DC inhibit pilot screen %=1.5
CC(=O)Nc1ccc(S(=O)(=O)Nc2cccc(-c3nc4cc(C)ccc4o3)c2)cc1	-4%	5	3%	7%	9%	3	15%	22%	i
CCCOc1ccc(N2C(=O)CC(NCCNc3ccc(S(=O)(=O)CC)cc3)C2=O)cc1 (stereo unspecified)	-6%	5	3%	3%	-9%	3	10%	-5%	i
CCN(CC)CCN1C(=O)C(O)=C(C(=O)c2ccco2)C1c1ccccn1 (stereo unspecified)	1%	0	47%	12%	9%	3	7%	5%	i	PMK inhibit pilot replicates=1.5;MK inhibit pilot replicates=0.0;DPM-DC inhibit pilot screen %=0.0
COc1cc2c(cc1OC)CN(C(=O)C1(c3ccccc3)CC1)CC2	-3%	4	-16%	19%	-10%	10	13%	13%	i
Cc1cc2nc(NC3=NCN(Cc4cccnc4)CN3)nc(C)c2cc1C	0%	9	/	-1%	48%	7	/	53%*	i
O=C(COc1ccc(Cl)cc1Cl)Nc1ccccn1	-7%	0	-18%	15%	5%	0	4%	1%	i
Cn1c(=O)c2c(nc(N3CCCCC3)n2CCNC2=NCCC2)n(C)c1=O	-8%	4	7%	3%	1%	7	-4%	-5%	i
CC1(C)CC(=O)C(C=NCCN2CCOCC2)=C(O)C1	4%	2	6%	-3%	-4%	7	15%	8%	i
COC(=O)c1cc2sccc2n1Cc1ccc(C)cc1	2%	22	10%	8%	-8%	2	7%	-5%	i
CC1=CCC(Cc2nc3ccccc3o2)C1(C)C (stereo unspecified)	-4%	7	1%	8%	-4%	14	11%	7%	i
Cc1ccc(-n2nc(C)c(C3C(C#N)=C(N)OC4=C3C(=O)CC(C)(C)C4)c2Cl)cc1 (stereo unspecified)	-3%	15	-1%	5%	6%	6	13%	0%	i
Cc1cccc(NC(=O)C2CCN(c3nccc(C)n3)CC2)c1	1%	8	2%	7%	-13%	0	13%	-3%	i
CC(C)OC(=O)CSc1nnc(-c2ccc(Cl)cc2Cl)n1N	-1%	15	2%	7%	-8%	12	0%	-10%	i
COCCNc1oc(COc2cccc(C)c2)nc1C#N	8%	0	2%	13%	-6%	4	-12%	2%	i
O=C(NCc1ccco1)Nc1ccc2nsnc2c1	3%	0	23%	0%	-49%	5	6%	-1%	/	PMK inhibit pilot replicates=6.5;MK inhibit pilot replicates=2.0

Compounds shown so far that contain a furan ring, fused or not:
SMILES	Bfl-1 inhibitors	PMK inhibit	HT1080 cytotoxicity	Alkaline phosphatase	HPDE-C7 viability	MK inhibit	LYP phosphatase	KRASV12 cytotoxicity	DPM-DC inhibit	others
CCN(CC)CCN1C(=O)C(O)=C(C(=O)c2ccco2)C1c1ccccn1 (stereo unspecified)	1%	0	47%	12%	9%	3	7%	5%	i	PMK inhibit pilot replicates=1.5;MK inhibit pilot replicates=0.0;DPM-DC inhibit pilot screen %=0.0
O=C(NCc1ccco1)Nc1ccc2nsnc2c1	3%	0	23%	0%	-49%	5	6%	-1%	/	PMK inhibit pilot replicates=6.5;MK inhibit pilot replicates=2.0

The results go on.
SMILES	Bfl-1 inhibitors	PMK inhibit	HT1080 cytotoxicity	Alkaline phosphatase	HPDE-C7 viability	MK inhibit	LYP phosphatase	KRASV12 cytotoxicity	DPM-DC inhibit	others
O=C(c1ccc(Cn2cc(Cl)cn2)cc1)N1CCN(c2ccccc2)CC1	2%	1	-6%	12%	12%	4	2%	4%	i
Cn1c(CN2CCCCC2)nc2cc(NC(=O)c3ccccc3)ccc21	-1%	0	-5%	6%	0%	8	6%	5%	i	PMK inhibit pilot replicates=1.5;MK inhibit pilot replicates=0.0;DPM-DC inhibit pilot screen %=0.0
Nc1ccc(-c2cc(N)n(-c3ccccc3)n2)cc1	-6%	7	-6%	14%	15%	8	14%	21%	i
O=C(Cn1nnc(-c2ccc(N3CCOCC3)cc2)n1)OC1CCCCC1	-2%	10	-7%	6%	-25%	0	/	-29%	i
CCOc1ccc(N(CC(=O)Nc2ccc(OC)cc2)S(C)(=O)=O)cc1	-5%	0	14%	15%	-17%	5	/	-8%	i
O=C(CCN1C(=O)c2ccccc2C1=O)N1CCN(c2ccccc2)CC1	2%	1	-6%	9%	-2%	4	11%	-12%	i
CCC(C)NS(=O)(=O)c1ccc(S(=O)(=O)Nc2cc3c(cc2C(C)=O)OCO3)cc1 (stereo unspecified)	-2%	15	4%	4%	4%	3	3%	-2%	i
CCOCCCNC(=O)C(NC(=O)C1CCC(=O)N1)c1ccc(C)cc1 (stereo unspecified)	-6%	6	8%	5%	5%	7	/	-14%	i
O=C(CSc1nc(-c2ccco2)cc(C(F)(F)F)n1)N1CCCc2ccccc21	-1%	10	-1%	18%	24%	8	9%	6%	i	PMK inhibit pilot replicates=7.5;MK inhibit pilot replicates=2.0;DPM-DC inhibit pilot screen %=0.5
COc1ccc(C2=CC(c3sccc3C)n3nnnc3N2)cc1 (stereo unspecified)	-2%	5	-5%	16%	12%	0	14%	25%	i
CCSc1nnc(N(CCC(=O)O)CCC(=O)O)s1	0%	7	2%	2%	3%	1	0%	-7%	i
Nc1nc(-c2ccco2)nn1C(=O)c1cccnc1	4%	0	5%	12%	2%	12	7%	0%	i
CC12C(=O)N(c3ccccc3C(=O)O)C(=O)C1C1C=CC2C1 (stereo unspecified)	6%	11	1%	8%	-11%	0	3%	-6%	i
Cc1cc(-n2c(=O)c(C#N)cc3c(=O)n4ccccc4nc32)no1	21%	16	2%	9%	-17%	9	-9%	-5%	/
O=C(c1ccc2c(=O)n(Cc3ccco3)c(=S)[nH]c2c1)N1CCN(c2ccccc2)CC1	-6%	10	-1%	-1%	-12%	0	8%	7%	i
CCOc1ccccc1C(=O)Nc1cc(Cl)ccc1O	-8%	13	-1%	11%	-16%	5	3%	1%	i
Cc1cccc(OCc2nnc(SCn3nnc4ccccc4c3=O)o2)c1	-5%	4	-8%	8%	5%	4	-8%	6%	i
Cc1cc(C(=O)CSc2nc(N)cc(N)n2)c(C)n1CCc1ccc(F)cc1	-4%	10	-6%	7%	-6%	0	/	-8%	i
CCOc1ncccc1C(=O)OCC(=O)c1c(N)n(C)c(=O)n(C)c1=O	2%	0	10%	2%	-10%	14	8%	5%	i
Cc1cccc2cc(COC(=O)C3CCCO3)c(=O)[nH]c12 (stereo unspecified)	0%	0	16%	4%	-3%	7	-1%	-5%	i
CCOC(=O)C1=C(C)NC(=O)NC1c1ccc(OCC(=O)N2CCCCC2)cc1 (stereo unspecified)	-4%	8	-10%	3%	6%	5	4%	7%	i
COC(=O)c1cc2c(ccn2-c2ccc(F)cc2)n1CC(=O)N1CCN(C(=O)c2ccco2)CC1	-1%	0	4%	5%	-4%	9	/	1%	/
Cc1ccc(OCCC(=O)OCC(=O)C(C)(C)C)cc1	-6%	11	-2%	18%	12%	1	8%	13%	i	PMK inhibit pilot replicates=2.0;MK inhibit pilot replicates=0.5;DPM-DC inhibit pilot screen %=0.0
O=C(Cn1cnc2c(nnn2-c2ccc(F)cc2)c1=O)NCC1CCCO1 (stereo unspecified)	/	9	8%	/	/	5	17%	/	i
CCN(CC)S(=O)(=O)c1cc(C)c(C)cc1Br	-2%	0	3%	2%	15%	4	10%	17%	i
O=C(CSc1ncn(-c2ccccc2)n1)Nc1nc2c(s1)CCCC2	2%	2	-6%	11%	8%	1	1%	3%	i
COc1ccc(Cl)cc1N(CC(=O)N1CCN(Cc2ccccc2)CC1)S(C)(=O)=O	-9%	0	5%	5%	-1%	9	4%	1%	i
CC(C)(CNC(=O)C1CCCC1)CNC(=O)C1CCCC1	-6%	0	8%	9%	/	8	1%	/	i
Cc1onc(-c2ccccc2)c1C(=O)N1CCN(C(=O)c2ccco2)CC1	1%	1	0%	11%	-31%	5	/	3%	i	PMK inhibit pilot replicates=3.0;MK inhibit pilot replicates=0.0;DPM-DC inhibit pilot screen %=3.0
CCOC(=O)CCP(=O)(O)C(O)c1ccc(OC)cc1 (stereo unspecified)	-4%	7	19%	-3%	-4%	10	/	-3%	i
Fc1ccc(C2CC(c3ccc(F)cc3)n3ncnc3N2)cc1 (stereo unspecified)	1%	16	42%	19%	4%	7	10%	-5%	i
COc1ccc(-n2c(=O)[nH]cc(C(=O)N3CCCc4ccccc43)c2=O)cc1	2%	5	25%	4%	6%	6	2%	4%	i
Cc1ccc(SC(C)C(=O)NCC(C)C)cc1 (stereo unspecified)	-4%	6	-8%	5%	-3%	10	7%	0%	i
CCCNS(=O)(=O)c1ccc(OCC(=O)NCc2ccc3c(c2)OCO3)cc1	-1%	14	8%	12%	6%	6	10%	18%	i	PMK inhibit pilot replicates=4.0;MK inhibit pilot replicates=0.0;DPM-DC inhibit pilot screen %=2.0
Fc1cccc(Cl)c1CSc1ncn[nH]1	0%	0	/	25%	6%	11	19%	6%	i
CCOc1ccc(C(=O)NCc2ccccn2)cc1	-5%	0	1%	6%	-13%	0	12%	0%	i
CC(=O)OC1=C(C#N)Cn2ccc3cccc1c32	-3%	5	-13%	7%	8%	9	3%	4%	/
CCc1nnc2n1N=C(c1ccc(-c3cc(Cl)ccc3Cl)o1)CS2	0%	0	-1%	4%	-8%	4	-3%	-8%	i
Cn1c(O)c(C=Nc2ccc(Cc3ccncc3)cc2)c(=O)n(C)c1=O	1%	4	-7%	7%	6%	3	/	1%	i
CCC(=O)N1c2ccccc2-c2nnc(SC)nc2OC1c1ccc(OC)c(OC)c1 (stereo unspecified)	0%	4	2%	10%	1%	0	-8%	0%	i
Cc1cc2c(c(=O)n1CC1CCCO1)C(c1ccc3c(c1)OCO3)C(C#N)=C(N)O2 (stereo unspecified)	-10%	6	2%	11%	-6%	26	0%	-7%	i
Cc1noc(/C=C/c2ccco2)c1S(=O)(=O)N1CCC(C(=O)N(C)Cc2ccccc2)CC1	-6%	6	-4%	7%	0%	2	19%	-10%	i

2 entries picked at random from those above:
SMILES	Bfl-1 inhibitors	PMK inhibit	HT1080 cytotoxicity	Alkaline phosphatase	HPDE-C7 viability	MK inhibit	LYP phosphatase	KRASV12 cytotoxicity	DPM-DC inhibit	others
CC(=O)OC1=C(C#N)Cn2ccc3cccc1c32	-3%	5	-13%	7%	8%	9	3%	4%	/
Cc1ccc(SC(C)C(=O)NCC(C)C)cc1 (stereo unspecified)	-4%	6	-8%	5%	-3%	10	7%	0%	i
